From PubChem
Bim-Bcl-XL: inhibitors of Bim-Bcl-XL binding, primary screen, biochemical, multiplexed, bead flow cytometry, human Bcl-XL. Bcl-2-like protein 1 (Homo sapiens), Q07817. 190,000 tested, 0.04% active. inhibition, % at 10 µM. Bim peptide-Bcl-XL binding, fluorescence
Target sequence (Q07817 whole entry, looked up): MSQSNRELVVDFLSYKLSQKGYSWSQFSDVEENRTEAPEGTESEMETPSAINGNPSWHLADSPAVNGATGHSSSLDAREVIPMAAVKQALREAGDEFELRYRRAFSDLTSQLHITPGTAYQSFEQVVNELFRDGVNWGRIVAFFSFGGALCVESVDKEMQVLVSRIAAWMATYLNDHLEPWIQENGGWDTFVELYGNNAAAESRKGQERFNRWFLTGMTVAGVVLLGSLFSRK
GSH fluor: compound fluorescence on glutathione beads, profiling panel, artefact control, biophysical, 488/530 nm, flow cytometry; GSH beads flow cytometry, compound fluorescence 488/530 nm; active compounds read high; fluorescence (KMESF) at 10 µM; 190,000 tested, 0.25% active; AID 1776, 2009; in the data active = fluorescence above about 89;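 note: glutathione beads carrying GST-tagged Bcl family fusion proteins plus one bare bead set; values are compound well signal with DMSO vehicle wells as background; inactives centre near 16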
Bcl-2 Bim block: inhibitors of Bim-Bcl-2 binding, primary screen, biochemical, multiplexed, human Bcl-2 family; Bead-based flow cytometry, Bim peptide-Bcl-2 binding; AID 950, 2007; Apoptosis regulator Bcl-2 (Homo sapiens), P10415; 190,000 tested, 0.06% active; inhibition, % at 10 µM; in the data active = inhibition above about 40%; inconclusive = no clear call, values can overlap the other calls;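 note: 0% = no compound wells with probe peptide and 100% = reference peptide inhibitor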
Mcl1-Bid inh: Mcl-1/Bid binding inhibitors, primary screen, biochemical, TR-FRET, 1536-well | inhibition, % at 21.7 µM | Induced myeloid leukemia cell differentiation protein Mcl-1 (Homo sapiens), Q07820 | TR-FRET Mcl-1/Bid-Dy647 peptide binding | 220,000 tested, 0.97% active;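 active = compounds that cut the binding signal by more than half at the single screening dose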;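 note: His-tagged Mcl-1 with europium anti-His antibody binding Bid BH3 peptide; 0% = Mcl-1 plus peptide wells and 100% = peptide-only wells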
RGS4-Gao reg: modulators of RGS4 binding to Galphao, primary screen, biochemical, multiplexed bead flow cytometry. AID 1415, 2008. 220,000 tested, 0.33% active. binding response (% of control), % at 10 µM. Guanine nucleotide-binding protein G(o) subunit alpha (Homo sapiens), P09471. actives lie on both sides; in the data active = binding response below about 49% or above about 150%; inactive = in between;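 note: fluorescent Galphao activated with aluminum fluoride binding bead-coupled RGS4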
Target sequence (P09471 whole entry, looked up): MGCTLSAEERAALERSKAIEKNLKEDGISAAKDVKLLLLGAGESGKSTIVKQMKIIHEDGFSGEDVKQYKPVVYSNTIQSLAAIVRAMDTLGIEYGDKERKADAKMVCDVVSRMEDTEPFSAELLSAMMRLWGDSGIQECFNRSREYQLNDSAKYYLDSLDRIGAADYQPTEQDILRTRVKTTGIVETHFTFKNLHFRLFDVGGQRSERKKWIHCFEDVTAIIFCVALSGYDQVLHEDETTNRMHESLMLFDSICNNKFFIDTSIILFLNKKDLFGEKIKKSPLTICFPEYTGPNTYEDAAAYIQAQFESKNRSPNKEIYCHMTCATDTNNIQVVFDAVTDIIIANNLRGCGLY
RGS7-Gao: RGS7-Galphao binding modulators, primary screen, biochemical, multiplexed bead flow cytometry. AID 1439, 2008. Guanine nucleotide-binding protein G(o) subunit alpha (Homo sapiens), P09471. 220,000 tested, 0.35% active. binding response (% of control), % at 10 µM. actives lie on both sides; in the data active = binding response below about 49% or above about 150%; inconclusive = no clear call, values can overlap the other calls; inactive = in between;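 note: fluorescent Galphao held in activated GDP-AlF4 state binding bead-coupled RGS7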
Bim-Mcl-1: inhibitors of Bim peptide binding to Mcl-1, primary screen, biochemical, bead-based flow cytometry, multiplex; Bim peptide-Mcl-1 binding; 190,000 tested, 0.1% active; Induced myeloid leukemia cell differentiation protein Mcl-1 (Homo sapiens), Q07820; inhibition, % at 10 µM; AID 1009, 2008;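 note: 0% = no compound tracer wells and 100% = peptide blocker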
Bcl-B Bim block: inhibitors of Bim-Bcl-B binding, primary screen, biochemical, multiplexed, human Bcl-2 family. bead-based flow cytometry, Bim peptide-Bcl-B binding. inhibition, % at 10 µM. 190,000 tested, 0.073% active. AID 951, 2007;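 note: 0% = tracer peptide without compound and 100% = reference inhibitor peptide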
Target sequence (Q9HD36 whole entry, looked up): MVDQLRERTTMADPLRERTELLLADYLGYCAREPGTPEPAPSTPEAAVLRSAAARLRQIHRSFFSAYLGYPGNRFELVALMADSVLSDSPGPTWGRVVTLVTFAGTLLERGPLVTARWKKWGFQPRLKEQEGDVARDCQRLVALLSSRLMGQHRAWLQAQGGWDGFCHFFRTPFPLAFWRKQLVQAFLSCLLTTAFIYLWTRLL
RGS8-Gao: RGS8-Galphao binding modulators, primary screen, biochemical, multiplexed bead flow cytometry; 220,000 tested, 0.34% active; Guanine nucleotide-binding protein G(o) subunit alpha (Homo sapiens), P09471; actives lie on both sides; response (percent of control binding), % at 10 µM; AID 1423, 2008; in the data active = response below about 60% or above about 140%; inactive = in between;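 note: Galphao activated as the GDP aluminium fluoride complex binding bead-coupled RGS8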
Bim-Bfl-1: inhibitors of Bim binding to Bfl-1, primary screen, biochemical, multiplexed, bead-based flow cytometry. Bcl-2-related protein A1 (Homo sapiens), Q16548. Bim-Bfl-1 binding inhibition. inhibition, % at 10 µM. 190,000 tested, 0.12% active;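 note: 0% = wells without compound plus tracer and 100% = blocker peptide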
Bcl-W Bim block: inhibitors of Bim binding to Bcl-W, primary screen, biochemical, multiplexed, bead-based flow cytometry. Bim peptide-Bcl-W binding. inhibition, % at 10 µM. AID 952, 2007. Bcl-2-like protein 2 (Homo sapiens), Q92843. 190,000 tested, 0.02% active;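 note: 0% = bound tracer without compound and 100% = peptide blocker; higher means less fluorescent Bim peptide bound to Bcl-W beads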
Target sequence (Q92843 whole entry, looked up): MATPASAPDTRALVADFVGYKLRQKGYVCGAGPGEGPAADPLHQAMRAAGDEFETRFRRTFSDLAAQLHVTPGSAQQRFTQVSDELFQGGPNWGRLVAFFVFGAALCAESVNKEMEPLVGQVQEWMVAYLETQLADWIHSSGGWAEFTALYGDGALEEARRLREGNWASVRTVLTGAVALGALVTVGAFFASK
* = called active by the depositor; u = inconclusive; x = no result given; & = joins results of further samples. Cut-off read from the data, not from the text of the source, unless noted: active = inhibition above about 40%.

SMILES	Bim-Bcl-XL	GSH fluor	Bcl-2 Bim block	Mcl1-Bid inh	RGS4-Gao reg	RGS7-Gao	Bim-Mcl-1	Bcl-B Bim block	RGS8-Gao	Bim-Bfl-1	Bcl-W Bim block
COC(=O)c1ccc(NC(=S)N2CCN(C)CC2)cc1	-2	19	0	-27	93	91	0	-8	98	0	0
COc1cc(S(=O)(=O)Nc2ccccc2)ccc1NC=O	-5	40	-8	-6	105	109	-1	-8	103	-8	2
CCC(=O)NC(=S)Nc1ccc(NC(=O)c2ccccc2[N+](=O)[O-])cc1	-14	19	-3	-4	102	102	-9	-16	102	-13	-10
CS(=O)(=O)c1ncc(Cl)c(C(=O)Nc2ccc3ccccc3c2)n1	0	13	6	-7	96	99	-4	-3	89	4	3
CCOC(=O)c1cccc(N2C(=O)Nc3ccccc3N2O)c1	-7	7	0	11	103	101	-4	-2	103	-1	-2
CCN1CCN(CC(=O)Nc2cccc(C)c2C)C(=O)C1=O	2	14	1	-12	104	107	2	-2	103	-4	0
C/C(CC(=O)Nc1ccccn1)=N\NC(=O)c1ccccc1	-4	11	-1	-10	104	107	-3	-6	102	-2	-2
O=C(N/N=C1\CCCc2ccccc21)c1cccc([N+](=O)[O-])c1	1	14	1	-18	99	99	0	1	98	3	0
Cn1c(=O)c2c(nc(NCCc3ccccc3)n2Cc2ccc(F)cc2)n(C)c1=O	-6	25	-8	-28	101	102	-1	-8	102	-13	-2
Cc1ccc(C(=O)NNC(=O)c2ccc(SCC3CCCO3)c([N+](=O)[O-])c2)cc1 (configuration not stated)	-6	23	-7	-7	98	100	-5	-11	101	-21	-3
CCn1c(CSc2nc3ccccc3[nH]2)nc2cc(C(=O)O)ccc21	-5	11	-11	-16	111	107	0	-6	106	-10	-2
CCOC(=O)c1c(C)oc2c1c(C(c1cccnc1)N1CCCCC1)c(O)c1ccccc12 (configuration not stated)	-5	12	-8	60*	103	99	0	-5	104	-6	0
C/C(=N\NC(=O)c1ccccc1)c1nc2ccccc2n1C	-5	10	-4	1	103	104	-2	-5	104	-6	-6
Cc1cc(C)n(CCN(C)C(=O)CCc2nnc(-c3ccc4c(c3)OCO4)o2)n1	1	12	-2	-13	100	104	-3	-1	103	-6	0
Cn1c(=O)[nH]c(=O)c2c1nc(Br)n2CC(O)COc1ccc(Cl)cc1 (configuration not stated)	0	25	4	-27	106	105	2	0	107	-2	2
CN(CC(=O)Nc1ccc(Cl)cc1)CC(=O)Nc1ccc(C(N)=O)cc1	0	17	-1	-23	100	u	-3	-3	102	-3	0
O=C1CCC(C(=O)OCC(=O)N2N=C3/C(=C/c4ccccc4)CCCC3C2c2ccccc2)N1 (configuration not stated)	-6	11	-3	-5	99	96	-22	-5	101	-4	-10
CCOC(=O)CCCNC(=O)COC(=O)c1cccc(C)c1O	0	261*	-7	-27	96	92	-5	-6	97	-12	1
Cc1ccc(NC(=O)NC2CCCCC2)cc1S(=O)(=O)N1CCOCC1	0	15	0	-18	99	u	-3	-7	100	-5	-1
CCc1nnc(NC(=O)C2CCN(c3nccc(C)n3)CC2)s1	0	15	-3	6	93	92	0	-1	99	0	-1

Reprinted at random: 3 entries already listed
SMILES	Bim-Bcl-XL	GSH fluor	Bcl-2 Bim block	Mcl1-Bid inh	RGS4-Gao reg	RGS7-Gao	Bim-Mcl-1	Bcl-B Bim block	RGS8-Gao	Bim-Bfl-1	Bcl-W Bim block
COC(=O)c1ccc(NC(=S)N2CCN(C)CC2)cc1	-2	19	0	-27	93	91	0	-8	98	0	0
Cc1cc(C)n(CCN(C)C(=O)CCc2nnc(-c3ccc4c(c3)OCO4)o2)n1	1	12	-2	-13	100	104	-3	-1	103	-6	0
O=C1CCC(C(=O)OCC(=O)N2N=C3/C(=C/c4ccccc4)CCCC3C2c2ccccc2)N1 (configuration not stated)	-6	11	-3	-5	99	96	-22	-5	101	-4	-10

New compounds follow.
SMILES	Bim-Bcl-XL	GSH fluor	Bcl-2 Bim block	Mcl1-Bid inh	RGS4-Gao reg	RGS7-Gao	Bim-Mcl-1	Bcl-B Bim block	RGS8-Gao	Bim-Bfl-1	Bcl-W Bim block
CCN(C(=O)CN1CCN(c2ccccc2OC)CC1)c1c(N)n(Cc2ccccc2)c(=O)[nH]c1=O	-4	10	-6	-46	112	109	-3	-4	111	-5	3
Cc1ccc(-c2noc(/C=C/c3ccccc3)n2)cc1	-7	35	-8	-38	103	101	-3	-8	102	-14	-1
Cc1ccc(S(=O)(=O)N2CCN(C(=O)CN3C(=O)NC4(CCOc5ccccc54)C3=O)CC2)cc1 (configuration not stated)	0	11	1	-8	102	99	10	-3	101	-1	8
CN(CC(=O)Nc1ccc(N2CCOCC2)cc1)CC(=O)Nc1ccc(C(F)(F)F)cc1	-2	13	-4	-40	97	100	-2	-6	100	-4	-3
O=C(Cn1c(=O)oc2ccccc21)Nc1nc(-c2ccccc2)cs1	-1	17	0	5	97	96	0	-2	97	-1	0
CCOC(=O)c1c(N)ssc1=S	-11	24	-8	-4&-39	104&87	u	-1	-9	101&66	-10	-3
CCOc1ccc(-c2nnc(-c3ccncc3)o2)cc1	0	33	3	x	94	93	4	0	97	-2	0
Cc1c(NC(=O)C2(C)CCCCC2)c(=O)n(-c2ccccc2)n1C	-3	6	-5	-35	101	106	2	-5	106	-9	2
C=CCn1c(SCc2c(C)noc2C)nnc1C1COc2ccccc2O1 (configuration not stated)	-3	23	0	-24	102	97	0	-2	98	-2	-1
COC1CCN(Cc2cn(Cc3ccccc3)nc2-c2cc3ccccc3o2)CC1	-2	13	-2	-24	105	106	-3	-6	108	-7	-2
Cc1ccc2cccc(OCC(=O)N3CC(C)CC(C)C3)c2n1 (configuration not stated)	-2	11	0	-4	107	104	1	-3	106	-6	-3
Fc1cccc(C2NN=C(c3ccccc3)S2)c1 (configuration not stated)	-3	5	0	-32	101	100	0	-9	96	3	-1
CC(C)c1c(O)nc(SCCC(=O)O)[nH]c1=O	0	21	-11	19	100	97	-3	-8	98	-15	0
O=C(NC1CCCCC1)c1cc(-c2ccco2)on1	-9	28	-9	-22	98	99	-5	-9	98	-23	-6
CCCC(=O)Nc1cc(OC)c(C(=O)OC)cc1Cl	0	18	1	-14	98	u	1	-1	100	-3	2
COc1ccc(-c2sccc2C(C)C(=O)O)cc1 (configuration not stated)	-1	6	0	-26	106	101	-2	0	104	0	0
CCc1nc2ccccc2n1Cc1cc(=O)n2cc(C)ccc2n1	-4	15	-3	-4	99	97	-4	-2	99	-1	-3
CN(C)CCSc1nc(N)c2c3c(sc2n1)COC(C)(C)C3	-9	10	-7	-3	99	104	-15	-14	99	3	-12
COc1ccccc1C(=O)NC(=S)Nc1cc(C(=O)O)ccc1C	-2	12	-1	-33	103	100	-2	-4	102	-2	-1
O=C(c1cc([N+](=O)[O-])ccc1Cl)N1CCN(c2ccccc2)CC1	-7	9	-3	-14	98	99	-9	-10	96	-1	-6
CC(C)(C)SCCNC(=O)c1ccccc1	-6	8	-14	-21	99	100	-4	-8	101	-14	0
Cc1nc(SCCCSc2n[nH]c(C)n2)n[nH]1	0	23	7	0	105	104	3	0	106	4	3
Cc1csc(NC(=O)c2ccc(C)c([N+](=O)[O-])c2)n1	-5	5	0	-12	102	103	-5	-2	91	0	0
O=C1CSC(c2ccccn2)N1c1ccc(F)cc1F (configuration not stated)	-4	11	-3	-21	101	101	-4	-3	99	-3	-2
CCOC(=O)/C(C#N)=C\c1cc(C)n(-c2ccccc2)c1C	-10	30	-13	-25	102	98	-7	-17	99	-20	-2
Cn1ncc(Cl)c1C(=O)NC(=S)Nc1sc2c(c1C#N)CCCCC2	-5	38	-5	-13	100	101	-7	2	110	-6	-4
CCCCN(C)C(=O)C(Cc1ccccc1)NS(=O)(=O)c1ccc2c(c1)c(=O)n(C)c(=O)n2C (configuration not stated)	-4	19	-4	-11	99	99	-1	-6	99	-10	0
O=C(CN(Cc1cccs1)C(=O)CNC(=O)c1ccco1)NC1CCCCC1	-1	14	-7	-45	102	100	-5	-5	100	-6	-2
Cc1ccc(NC(=O)CNc2ccc(Cl)c(Cl)c2)cc1S(=O)(=O)N(C)C	-2	8	-1	-8	101	101	-2	-5	99	1	-2
c1ccc(Cc2nn3c(-c4ccncc4)nnc3s2)cc1	-3	21	-10	-5	103	110	-8	-20	100	-1	-5
O=C(O)CNC(=O)C1COc2ccccc2O1 (configuration not stated)	0	21	-2	8	100	98	1	0	99	0	0
Cc1ccccc1-n1ncc2c([N+](=O)[O-])cc([N+](=O)[O-])cc21	-2	28	0	5	100	101	-3	-7	103	0	-1
C=C(C)Cn1c(N2CCCC2)nc2c1c(=O)[nH]c(=O)n2C	-4	23	-8	-15	102	101	-1	-6	105	-10	0
CCOC(=O)c1[nH]c(CSc2nnc(-c3ccncc3)n2CCOC)c(C(=O)OCC)c1C	-1	41	-3	-17	105	102	1	-7	102	-2	0
COc1ccc(CCNc2oc(-c3ccccc3OC)nc2C#N)cc1	-2	18	-2	-23	101	101	1	-6	101	-8	3
Cc1ccc(OCC(=O)N2CCN(C(=O)c3cccs3)CC2)cc1	0	15	-3	-16	90	88	0	2	98	0	-1
O=S(=O)(NCCc1ccccn1)c1ccc(F)c(F)c1	-2	27	-7	-16	101	99	0	-7	101	-4	0
Clc1ccc(-c2nnc(C34CC5CC(CC(C5)C3)C4)o2)cn1	-8	25	-14	-6	82	93	-1	-5	88	-17	2
CCCCCCc1cc2cc(-c3nnc(-c4ccccc4)o3)c(=O)oc2cc1O	3	11	0	14	107	106	1	0	104	0	2
Cc1sc2nc(CSc3nc4ccccc4c(=O)n3CCCN3CCOCC3)[nH]c(=O)c2c1C	-4	21	-3	-16	91	101	0	-10	99	-10	1
O=C(c1ccc(Cl)cc1)C1CCN(C(=O)N2CCOCC2)CC1	-1	23	-3	-4	100	100	0	0	101	-1	-3
CCOC(=O)c1[nH]c2c(c1-c1ccccc1)C(=O)CC(c1ccccc1)C2 (configuration not stated)	-1	17	4	-5	106	104	0	-2	104	-2	0
Cc1ccc(/C=N\NC(=O)CCc2n[nH]c(=O)[nH]c2=O)o1	-6	12	-1	-18	103	104	0	-6	106	-6	-4
CC(C)CC(NC(=O)C1CCCCC1)C(=O)N1CCN(c2ccccn2)CC1 (configuration not stated)	0	15	0	-33	99	105	0	-1	103	0	2
CNS(=O)(=O)c1cccc(C(=O)OCC(=O)NCc2ccccc2)c1	-2	7	2	2	97	100	-1	-1	99	-1	0
Cc1nn(Cc2ccc(Cl)cc2)c(Cl)c1/C=N/NC(=O)c1cccnc1	-4	4	-3	-18	101	102	-4	-6	105	0	-3

Rows were taken by chance; overall some 1.8% were active at least once.
